PglD inh – C. jejuni PglD acetyltransferase inhibitors, primary screen, biochemical, DTNB colorimetric, single point; UDP-N-acetylbacillosamine N-acetyltransferase PglD (Campylobacter jejuni); purified PglD enzyme, DTNB colorimetric CoA detection; inhibition, % at 12.5 µM; actives 0.098% (n = 360,000); AID 602405, 2012; in the data active means inhibition above about 16%, passing the limit was not always enough; inconclusive means no clear call, values can overlap the other calls; further: strong numbers were not always called active
S100A4 MyoIIA – inhibitors of S100A4-myosin IIA peptide binding, primary screen, biochemical, fluorescence polarization, TAMRA-MyoIIA peptide | inhibition, % at 10.7 µM | Protein S100-A4 (Homo sapiens), P26447 | actives 0.14% (n = 360,000);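 active means mean inhibition of at least 70% across replicates, with every replicate also reaching that level; inconclusive means mean inhibition reaches 70% but some replicates fall short; inactive means mean inhibition below 70%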
Target sequence (P26447 whole entry, looked up): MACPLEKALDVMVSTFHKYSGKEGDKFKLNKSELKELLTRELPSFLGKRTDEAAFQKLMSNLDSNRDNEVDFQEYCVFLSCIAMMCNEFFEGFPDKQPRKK
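Test system – S100A4 monomer (human) · Compound – single-point compound testing · Schedule – 5 min incubation before reading · Probe or stimulus – TAMRA-labelled myosin IIA heavy-chain peptide probe, 5 nM · Benchmarks – neutral control DMSO, positive control TFP · Medium – Calcium-containing HEPES buffer, pH 7.2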
PAX8 reporter – inhibitors of PAX8-driven TPO luciferase reporter, primary screen, RMG-I cells, single concentration | SteadyGlo, 24 h | inhibition, % at 12.6 µM | actives 1.2% (n = 360,000) | AID 652154, 2013;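 active means mean replicate inhibition at least 60% with every replicate also reaching 60%; inconclusive means only one of the two criteria is met; inactive means mean below 60% and not all replicates reaching 60%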;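 further: luciferase light reporting Pax8 driven TPO promoter activity; plate controls were median of neutral control wells for no effect and mitoxantrone controls for full effect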
ERAP1 HTS inh – human ERAP1 aminopeptidase inhibitors, primary screen, biochemical, single point, plate reader | actives 0.15% (n = 340,000) | inhibition, % at 10.7 µM | Endoplasmic reticulum aminopeptidase 1 (Homo sapiens), Q9NZ08 | recombinant ERAP1, Leu-AMC fluorescence, 60 min;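 active means mean replicate inhibition of at least 30%, or all replicates individually reaching that 30% level; inactive means mean below 30% and not every replicate reaching it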;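 further: 0% = neutral control wells and 100% = L-leucinethiol positive control wells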
Target sequence (Q9NZ08 whole entry, looked up): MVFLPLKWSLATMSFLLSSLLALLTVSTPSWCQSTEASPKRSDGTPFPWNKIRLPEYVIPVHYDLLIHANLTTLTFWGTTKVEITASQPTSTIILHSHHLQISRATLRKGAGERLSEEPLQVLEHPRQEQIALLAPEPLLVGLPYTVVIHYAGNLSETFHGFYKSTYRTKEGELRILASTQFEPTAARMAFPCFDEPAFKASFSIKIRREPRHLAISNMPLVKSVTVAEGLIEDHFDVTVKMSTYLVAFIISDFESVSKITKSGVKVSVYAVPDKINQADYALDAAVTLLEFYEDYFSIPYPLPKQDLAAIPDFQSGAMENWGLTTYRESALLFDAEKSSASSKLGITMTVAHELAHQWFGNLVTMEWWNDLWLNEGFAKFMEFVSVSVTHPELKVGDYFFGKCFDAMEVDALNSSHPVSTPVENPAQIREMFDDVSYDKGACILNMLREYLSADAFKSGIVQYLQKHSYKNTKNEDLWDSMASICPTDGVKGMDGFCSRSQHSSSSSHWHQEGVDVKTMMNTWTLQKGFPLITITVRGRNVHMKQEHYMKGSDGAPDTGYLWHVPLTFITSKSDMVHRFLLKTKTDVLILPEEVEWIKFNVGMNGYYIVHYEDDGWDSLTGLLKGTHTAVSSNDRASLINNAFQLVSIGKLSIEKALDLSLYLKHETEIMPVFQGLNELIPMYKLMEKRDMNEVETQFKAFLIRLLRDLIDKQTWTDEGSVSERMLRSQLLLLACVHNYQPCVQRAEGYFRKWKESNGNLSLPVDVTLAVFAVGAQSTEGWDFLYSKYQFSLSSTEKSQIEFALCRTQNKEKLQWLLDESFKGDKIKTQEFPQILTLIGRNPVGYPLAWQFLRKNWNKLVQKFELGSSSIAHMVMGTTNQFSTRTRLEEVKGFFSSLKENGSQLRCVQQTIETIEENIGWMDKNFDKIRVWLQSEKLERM
LGR2 antag – inhibitors of bursicon-induced LGR2 CRE-luciferase signal, primary screen, cell-based, HEK293, CRE-luciferase reporter, bursicon stimulation. Drosophila bursicon receptor LGR2 (rickets). bursicon-stimulated, 4 h. inhibition, % at 9.99 µM. actives 0.35% (n = 380,000). AID 720647, 2013;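 active means drop in luminescence signal, shown as inhibition above about 50% in the replicate tests, limit read from the data, passing the limit was not always enough; inconclusive means probably only some replicates passing the limit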;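 further: agonist challenge used bursicon conditioned medium at about half maximal strength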
PGC1a acetyl inh – inhibitors of PGC1a acetylation signal, primary screen, cell-based, U2OS, AlphaScreen, inhibitor mode; AlphaScreen anti-acetyl-lysine; with virally co-expressed GCN5 acetyltransferase; AID 651687, 2012; actives 0.17% (n = 350,000); inhibition, % at 15.6 µM;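 active means every replicate shows inhibition of at least 40%; inconclusive means mean inhibition at least 40% but some replicate below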;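 further: 0% = neutral control wells and 100% = positive control wells; some results beyond the cut were filed as inactive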
FN deposition inh – inhibitors of fibronectin matrix deposition, primary screen, AH1F cells, Alexa488-fibronectin fluorescence, plate reader | AH1F fibroblasts, overnight | actives 0.086% (n = 350,000) | inhibition, % at 12.6 µM;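 active means mean inhibition across replicates of 30% or more, regardless of how many single replicates reach that level; inconclusive means mean under 30% yet at least half of replicates reach 30%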;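 further: positive control wells lacked labelled fibronectin entirely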
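Material: AH1F fibroblast monolayer depositing Alexa488-labelled fibronectin into matrix / Amount: 10000 AH1F cells per well / Signal: fluorescence 485/525 nm / Medium: DMEM, 2% serum / Compound: single dose, pinned / Incubation: 1 h cell adhesion before compound, then overnight fibronectin incubation / Reagent: Alexa488-FN, 24 nM final / Read-out: inhibition of fibronectin deposition signal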
EWS-Fli block – EWS/Fli-driven NR0B1 reporter inhibitors, primary screen, A673 cells, NR0B1 luciferase, luminescence, MLPCN library. viability-normalised. inhibition, % at 12.6 µM. actives 0.67% (n = 350,000);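 active means mean inhibition of at least 50% after viability correction, with every replicate also passing that limit; inconclusive means mean reaches 50% but only one of two replicates passes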;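 further: firefly luciferase signal divided by Alamar Blue viability fluorescence both relative to DMSO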
Active calls of the source: *; u = inconclusive; x = no result given.

Start of the data: the first 14 records, to show the layout:
SMILES	PglD inh	S100A4 MyoIIA	PAX8 reporter	ERAP1 HTS inh	LGR2 antag	PGC1a acetyl inh	FN deposition inh	EWS-Fli block
O=C(CCC(=O)Nc1ccc(F)cc1)N/N=C/c1cccnc1	-2	-1	-16	1	21	x	3	-3
C=CCNc1ncnc2c1ncn2[C@H]1CN(Cc2ccccc2)C[C@@H](COC(C)=O)O1	0	-23	-16	-4	-22	x	2	-6
COc1ccc(S(=O)(=O)Nc2ccc3oc4ncccc4c(=O)c3c2)cc1OC	x	-6	13	5	7	x	6	-18
O=C(N[C@@H](Cc1c[nH]c2ccccc12)C(=O)O)OCC1c2ccccc2-c2ccccc21	1	1	2	-2	2	7	0	7
CCNC(=O)C1(C)CCN(C(=O)c2cccc(C#N)c2)C1 (centres undefined)	-2	2	-12	3	0	0	11	-3
CN1c2ccc(-c3cccc(F)c3)cc2[C@H]2[C@H](CCN2C(=O)c2cccc(F)c2)[C@H]1CO	x	-4	16	4	25	-7	7	-4
COc1ccc(S(=O)(=O)Nc2ccc3c(c2)C(=O)N([C@H](C)CO)C[C@H](C)[C@H](CN(C)C)OCCCC[C@H](C)O3)cc1	0	-4	-6	1	1	7	11	x
COc1ccccc1NC(=O)Cn1c(=O)n(C)c(=O)c2sc3c(c21)COC(C)(C)C3	1	2	2	0	4	x	-7	x
Cc1ccc(NC(=O)C2=NNC(=O)CC2)cc1S(=O)(=O)Nc1ccc(SC(F)F)cc1	1	-5	-3	2	-16	x	-2	0
Cc1c(/C=N/NC(=O)c2ccccc2O)c2ccccn2c1C(=O)c1ccc(F)cc1	x	-4	26	0	u	x	7	-2
COc1ccc(CCNc2c(C)c(C)nc3ncnn23)cc1	10	1	x	4	11	-1	x	16
COc1ccc(C(=O)N2CC3(CC(c4cccc([N+](=O)[O-])c4)=NO3)C[C@H]2C(=O)NCC(N)=O)cc1 (some centres undefined)	-7	-1	-10	0	4	-11	-9	-3
CSCCC(NC(=O)c1ccc(Cl)cc1)C(=O)OCC(C)=O (centres undefined)	x	6	15	0	14	x	0	4
COC(=O)c1ccc(CNC(=O)COC(=O)C2CC3C=CC2C3)cc1 (centres undefined)	x	-1	-8	-6	-3	-3	5	3

All compounds of this part, from the first entry:
SMILES	PglD inh	S100A4 MyoIIA	PAX8 reporter	ERAP1 HTS inh	LGR2 antag	PGC1a acetyl inh	FN deposition inh	EWS-Fli block
O=C(CCC(=O)Nc1ccc(F)cc1)N/N=C/c1cccnc1	-2	-1	-16	1	21	x	3	-3
C=CCNc1ncnc2c1ncn2[C@H]1CN(Cc2ccccc2)C[C@@H](COC(C)=O)O1	0	-23	-16	-4	-22	x	2	-6
COc1ccc(S(=O)(=O)Nc2ccc3oc4ncccc4c(=O)c3c2)cc1OC	x	-6	13	5	7	x	6	-18
O=C(N[C@@H](Cc1c[nH]c2ccccc12)C(=O)O)OCC1c2ccccc2-c2ccccc21	1	1	2	-2	2	7	0	7
CCNC(=O)C1(C)CCN(C(=O)c2cccc(C#N)c2)C1 (centres undefined)	-2	2	-12	3	0	0	11	-3
CN1c2ccc(-c3cccc(F)c3)cc2[C@H]2[C@H](CCN2C(=O)c2cccc(F)c2)[C@H]1CO	x	-4	16	4	25	-7	7	-4
COc1ccc(S(=O)(=O)Nc2ccc3c(c2)C(=O)N([C@H](C)CO)C[C@H](C)[C@H](CN(C)C)OCCCC[C@H](C)O3)cc1	0	-4	-6	1	1	7	11	x
COc1ccccc1NC(=O)Cn1c(=O)n(C)c(=O)c2sc3c(c21)COC(C)(C)C3	1	2	2	0	4	x	-7	x
Cc1ccc(NC(=O)C2=NNC(=O)CC2)cc1S(=O)(=O)Nc1ccc(SC(F)F)cc1	1	-5	-3	2	-16	x	-2	0
Cc1c(/C=N/NC(=O)c2ccccc2O)c2ccccn2c1C(=O)c1ccc(F)cc1	x	-4	26	0	u	x	7	-2
COc1ccc(CCNc2c(C)c(C)nc3ncnn23)cc1	10	1	x	4	11	-1	x	16
COc1ccc(C(=O)N2CC3(CC(c4cccc([N+](=O)[O-])c4)=NO3)C[C@H]2C(=O)NCC(N)=O)cc1 (some centres undefined)	-7	-1	-10	0	4	-11	-9	-3
CSCCC(NC(=O)c1ccc(Cl)cc1)C(=O)OCC(C)=O (centres undefined)	x	6	15	0	14	x	0	4
COC(=O)c1ccc(CNC(=O)COC(=O)C2CC3C=CC2C3)cc1 (centres undefined)	x	-1	-8	-6	-3	-3	5	3
CCOC(=O)c1c(CN2CCN(c3ccccc3)CC2)oc2cc(Br)c(O)cc12	-1	-9	6	3	-4	x	-2	11
CN(c1ccccc1)S(=O)(=O)c1cccc(NC(=O)C2CCCO2)c1 (centres undefined)	-4	-1	-9	0	4	-43	6	-8
C[C@H](CO)N1C[C@H](C)[C@@H](CN(C)CC2CC2)Oc2cc(C#CC3(O)CCCC3)ccc2S1(=O)=O	4	8	x	0	-11	-12	0	11
O=C1CCN(Cc2ccc(O)cc2)CCN1[C@H](CO)c1ccccc1	3	0	-14	x	-22	1	-5	0
CCCCNc1nnc(Cc2ccc(Cl)cc2)c(=O)[nH]1	0	2	-23	1	-13	-2	-2	6
O=C(N[C@@H]1CC[C@@H](CCNS(=O)(=O)c2ccc(F)cc2)O[C@@H]1CO)C1CCC1	-1	-3	5	-3	20	4	-11	-5
CCc1c(C)nc(N)n2c(SCC(=O)Nc3ccccc3OC)nnc12	x	-7	x	0	-4	-1	x	-6
O=C(NCc1ccccn1)Nc1cccc(Cl)c1Cl	-2	1	-41	-3	-12	x	-1	-64
O=C(NCC(c1ccco1)N1CCN(c2ccccc2)CC1)c1ccc2c(c1)OCO2 (centres undefined)	1	-1	-24	x	-7	-8	-8	2
C[C@H](CO)N1C[C@H](C)[C@H](CN(C)Cc2ccncc2)Oc2ccc(NS(=O)(=O)c3cn(C)cn3)cc2CC1=O	4	-7	-6	-12	10	0	x	-10
COc1ccc(O)c(C(=O)c2cnn(C(=O)c3cccc(N(C)C)c3)c2)c1	x	0	-146	0	-14	x	x	-51
COc1ccccc1C(=O)OCC(=O)c1cccc([N+](=O)[O-])c1	x	-2	5	-2	6	x	0	-9
Cc1cccc(C)c1NC(=O)CN(C)C(=O)c1ccc(N2C(=O)CCC2=O)cc1	5	4	x	6	1	3	7	-2
Cc1cc2cc(CCNS(=O)(=O)c3ccc(F)cc3)c(=O)[nH]c2cc1C	2	-3	14	4	-1	x	1	-5
O=C(CSc1nc(=O)n(CCCN2CCOCC2)c2c1CCCC2)Nc1cccc([N+](=O)[O-])c1	0	2	-13	-5	2	x	x	0
O=[N+]([O-])c1cccc(-c2nnc(CNC3CC3)o2)c1	x	-6	-17	-1	9	x	-14	6
O=C(Nc1ccc(C(=O)O)cc1)/C(=C\C=C\c1ccccc1)NC(=O)c1ccccc1Cl	x	1	-99	-45	3	x	-2	-21
COc1ccc(-c2ccc3c(c2)[C@@H]2[C@@H](CCN2C(=O)NC2CCCCC2)[C@@H](CO)N3C)cc1	6	1	85*	0	-12	2	-5	-4
CCCN(C)C[C@@H]1Oc2cc(C#CCC(C)C)ccc2S(=O)(=O)N([C@@H](C)CO)C[C@@H]1C	1	-11	x	3	15	-23	9	19
CC(=O)Nc1ccc2c(c1)C(=O)N(C)[C@H]1CC[C@@H](CC(=O)NCCCN3CCOCC3)O[C@H]1CO2	0	-2	1	x	8	2	-5	1
Cc1cc([N+](=O)[O-])nn1CC(=O)N(C)C1CCCCC1	-2	-6	2	0	12	x	1	-6
COc1ccc(/C=C2/N=C(SCC(=O)Nc3cc(C)on3)N(c3ccccc3)C2=O)cc1	4	12	48	7	20	5	-3	8
CC(C)NC(=O)C1(C)CSCC(=O)N1Cc1cccc(C(F)(F)F)c1 (centres undefined)	x	-2	-12	x	4	x	-4	-1
CC(C)CCNC(=O)c1ccc2c(SCC(=O)O)c3c(nc2c1)CCCC3	6	-2	-8	-5	-7	x	-15	x
C[C@@H]1CN([C@@H](C)CO)C(=O)c2cc(NS(=O)(=O)c3cn(C)cn3)ccc2O[C@@H](C)CCCCO[C@@H]1CN(C)S(=O)(=O)c1cn(C)cn1	4	-1	-14	2	9	-8	-17	-12
N#CC(c1ccccc1)(c1ncc(C(F)(F)F)cc1Cl)N1CCOCC1 (centres undefined)	-1	x	x	x	7	-2	1	x
COC(=O)[C@]1(CC(C)C)N[C@H](c2ccc(-c3ccc(F)cc3)c(OC)c2)[C@@H]2C(=O)N(C)C(=O)[C@@H]21	3	-15	16	1	-2	5	13	-13
O=C(CCN1C(=O)c2cccc3cccc(c23)C1=O)Nc1ccccc1	0	-4	24	3	x	-6	3	-1
COc1ccc(CN(C)C[C@@H]2Oc3ccc(NC(=O)NC(C)C)cc3CC(=O)N([C@H](C)CO)C[C@@H]2C)cc1	2	5	-27	3	5	-3	x	x
O=C(NN1C(=O)C2C3CCC(O3)C2C1=O)c1ccc(Br)o1 (centres undefined)	4	-3	29	0	4	-3	2	-4
CCCCN(C=O)c1c(CC)nc2c(OCc3ccc(Cl)cc3Cl)cccn12	-4	-5	15	-2	-1	11	-16	22
S=C(NCc1ccncc1)Nc1ccc(Cl)cc1Cl	x	4	-6	2	6	x	-9	-12
O=C(COC(=O)c1cc(Cl)ccc1O)NNC(=O)c1ccccc1F	4	2	8	-2	x	x	-6	9
O=S(=O)(O)c1cccc(N=Nc2c(O)ccc3ccccc23)c1	-3	-35	20	19	-4	1	-2	-61
CC1=C(C(=O)N(C(C)C)C(C)C)CC(CC(=O)NC2CCCCC2)C(=O)N1Cc1ccccc1 (centres undefined)	3	6	12	-1	3	-6	-15	-10
c1cc2c3c(cccc3c1)-c1cnccc1-2	-5	-5	-27	-1	-6	6	-9	-20
O=S(=O)(c1cccc2nsnc12)N1CCc2ccccc2C1	1	x	x	x	-13	-23	8	x
O=C(C[C@@H]1CC[C@@H]2[C@H](COC[C@H](O)CN2C(=O)C2CC2)O1)NCc1ccncc1	-2	0	9	1	-11	-1	-17	4
O=C(N[C@H]1c2ccccc2C[C@H]1O)[C@H]1O[C@@H](n2ccc(=O)[nH]c2=O)[C@H](O)[C@@H]1O	-1	-8	-19	2	-10	-7	-6	-3
Cc1noc(C)c1S(=O)(=O)Nc1ccc2c(c1)C(=O)N([C@H](C)CO)C[C@H](C)[C@H](CN(C)Cc1ccncc1)OCCCC[C@H](C)O2	-3	-6	-1	2	-3	11	x	5

From PubChem BioAssay

Hits appear at their usual frequency; 2.1% or so of the library scored in one or more.
